FBPA Giardia inh – qHTS Assay for Inhibitors of Fructose-1,6-bisphosphate Aldolase from Giardia Lamblia | A8B2U2 | purified Giardia FBPA | Potency, µM (top dose mostly 59.6 µM), without a hit: at the top dose activity, negative = inhibition, most hits filed as inhibitors | 0.71% of 290,000 active; also: potency is read from the fitted curve at half-maximal effect; nearly all actives have a fitted effect of over 55% in size
Target sequence (A8B2U2 whole entry, looked up): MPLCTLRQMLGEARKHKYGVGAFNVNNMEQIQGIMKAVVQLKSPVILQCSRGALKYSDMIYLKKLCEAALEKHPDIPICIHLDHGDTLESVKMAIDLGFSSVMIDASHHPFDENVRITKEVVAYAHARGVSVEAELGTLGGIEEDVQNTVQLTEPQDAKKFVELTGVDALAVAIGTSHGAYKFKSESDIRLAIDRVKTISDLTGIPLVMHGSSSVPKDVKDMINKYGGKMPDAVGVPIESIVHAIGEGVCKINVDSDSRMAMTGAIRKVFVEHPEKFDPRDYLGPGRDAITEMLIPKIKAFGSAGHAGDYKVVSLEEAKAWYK
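Giardia FBPA (40 nM reagent) was preincubated 10 min at RT with compound (up to 57.5 uM final), then substrate plus GAPDH/TPI/NAD/arsenate coupling system with diaphorase/resazurin was added; resorufin fluorescence (525/598 nm) was read after 20 min.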
AmpC inh detg – qHTS Inhibitors of AmpC Beta-Lactamase (assay with detergent) | AmpC hydrolysis of nitrocefin, absorbance 480 nm, 0.01% Triton | Potency, µM (doses to about 114 µM), without a hit: top-dose activity change, negative = inhibition, most hits filed as inhibitors | 0.041% of 370,000 active;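 also: potency is read from the fitted curve at half-maximal effect; 0% = no-compound wells and -100% = no-enzyme wells; nearly all actives have a fitted effect of over 25% in size; some results filed as inactive show a strong effect at the top dose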
Target sequence (P00811 whole entry, looked up): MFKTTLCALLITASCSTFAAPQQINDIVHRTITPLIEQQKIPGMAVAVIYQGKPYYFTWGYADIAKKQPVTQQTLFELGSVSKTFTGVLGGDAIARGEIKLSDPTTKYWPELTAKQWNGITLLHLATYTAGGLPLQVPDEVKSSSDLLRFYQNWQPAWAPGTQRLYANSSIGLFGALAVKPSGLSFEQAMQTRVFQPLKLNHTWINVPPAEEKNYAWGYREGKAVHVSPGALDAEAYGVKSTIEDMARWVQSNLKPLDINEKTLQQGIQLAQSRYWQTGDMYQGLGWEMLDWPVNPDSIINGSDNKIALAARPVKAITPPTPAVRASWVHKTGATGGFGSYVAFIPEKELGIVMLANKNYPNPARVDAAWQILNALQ
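20 mM phosphate pH 7.0 + 0.01% (detergent screen) or 0.0001% Triton X-100; 5.3 nM AmpC reagent; cpd preinc 15 min RT; nitrocefin (800 uM stock) to start; A480 q20 s × 4 min; Activity was normalised to no-enzyme and no-compound control wells.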
HCV inhibitor – qHTS Assay for Inhibitors of Hepatitis C Virus (HCV); Huh7.5.1 HCVcc-Cre infection, luciferase reporter, 44 h; Potency, µM (series often up to 41.8 µM), without a hit: at the highest dose activity change, negative = inhibition, actives largely listed as inhibitors; 3.4% of 340,000 active; also: potency is read from the fitted curve at half-maximal effect
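Luciferase read-out (15 sec integration) after a 15 min room-temperature substrate step quantifies HCVcc-Cre infection. Cells, 1,000 per well, had compound added 4 h post-plating, then virus at ~0.5 moi, and were cultured 44 h.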
Sm TGR inh – qHTS Assay for the Inhibitors of Schistosoma Mansoni Peroxiredoxins; Schistosoma mansoni thioredoxin glutathione reductase (TGR), Q962Y6; 3% of 360,000 active; AID 485364, 2010; purified TGR, DTNB reduction, TNB absorbance 405 nm; Potency, µM (top dose mostly 114 µM), inactives show top-dose activity change, negative = inhibition, most hits filed as inhibitors; also: potency is read from the fitted curve at half-maximal effect; nearly all actives have a fitted effect of over 60% in size
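TGR 20 nM + NADPH 100 uM (dispensed conc.), cpd preinc 15 min RT; start with NADPH (500 uM addition) then DTNB (15 mM addition). Kinetic TNB absorbance, 405 nm filter. Four-parameter Hill fit across titration.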
HCMV antiviral – qHTS Assay for inhibitors of the human cytomegalovirus (HCMV) | activity change, negative = inhibition, % at 57.5 µM | HFF cells, HCMV-luciferase reporter, 72 h; active compounds read low | 4.5% of 410,000 active; in the data active = activity change below about -60%; inconclusive = no clear call, values can overlap the other calls; inactive = above about -39%
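Cell-based, HFFs, 1000 cells/well, 16 h 37C; cpds in DMSO + HCMV-luc, MOI 1 PFU/cell; 72 h 37C; OneGlo luminescence after 5 min RT; norm. to buffer vs Salinomycin 10uM.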
AmpC inh no detg – qHTS Inhibitors of AmpC Beta-Lactamase (assay without detergent). Potency, µM (highest dose often 57.1 µM), for the others: at the top dose activity change, negative = inhibition, usual class: inhibitors. AmpC nitrocefin hydrolysis, absorbance 480 nm, 0.0001% Triton. P00811. 0.52% of 330,000 active;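 also: potency is read from the fitted curve at half-maximal effect; plate controls were no compound for no effect and no enzyme for full effect; nearly all actives have a fitted effect of over 20% in size; some results filed as inactive show a strong effect at the top dose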
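20 mM phosphate pH 7.0 + 0.01% (detergent screen) or 0.0001% Triton X-100; 5.3 nM AmpC reagent; cpd preinc 15 min RT; nitrocefin (800 uM stock) to start; A480 q20 s × 4 min; Activity was normalised to no-enzyme and no-compound control wells.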
* marks the source's active call; other numbers are inactive results; ? = inconclusive; nt = not tested or not shown; & = joins results of further samples; [ ] = dose if it differs, or a comment. Unless noted, calls follow the shape of the dose curve; as a rule, active = well fitted curve in the direction sought with a large enough effect; inconclusive = small, poorly fitted or top-dose-only effect, or another doubt; inactive = no such curve, though single readings can be large; an effect the other way counts as inactive or inconclusive. Unless noted, % is scaled to controls: 0 for no effect and ±100 for the full control effect.

no. | SMILES | Sm TGR inh | HCV inhibitor | AmpC inh detg | AmpC inh no detg | HCMV antiviral | FBPA Giardia inh
1 | COCc1cc(C)nc(SCC[N+](C)(C)CC(=O)Nc2cccc(C)c2)c1C#N | 2% | -3% | ? | 104%[activator] | -32 | 1%
2 | Cc1cc(C)n(-c2nc3c(c(=O)[nH]c(=O)n3C)n2CC(O)c2ccccc2)n1 (configuration not stated) | 5% | 8% | -7% | -1% | 50 | 3%
3 | Cc1cccc2cc(/C=N/NC(=O)CN3CCOCC3)c(Cl)nc12 | -14% | 16% | -6% | -15% | -11 | 2%
4 | COC1(OC)N=C(N)C2(C#N)C(c3ccc(F)cc3)C12C#N (configuration not stated) | -15% | 22% | -6% | 0% | -31 | ?
5 | Clc1ccccc1-c1nc2ccccc2c2nncn12 | 6% | 6% | 4% | -11% | -27 | 3%
6 | O=C(c1ccccc1)C1Oc2ccccc2C2CC(c3cccs3)=NN12 (configuration not stated) | 0% | ? | 8% | -4% | 71 | -5%
7 | CCCCOC(=O)c1ccc(NC(=O)C2CCCO2)cc1 (configuration not stated) | -2% | ? | -5% | -14% | 76 | 6%
8 | CCC/C(C)=N\Nc1nc2c(c(=O)n(C)c(=O)n2C)n1C | -29% | 4% | -7% | 1% | 6 | ?
9 | CCN1CCN(CCCNC(=O)CNC(=O)c2nn(-c3ccc(OC)cc3OC)c(=O)c3ccccc23)CC1 | -3% | 6% | 2% | -11% | 10 | 3%
10 | Cc1ccc(-c2nc3ccccc3c(=O)n2-c2ncccc2C)cc1 | 39%[activator] | 8% | ? | -11% | -2 | -3%
11 | COc1ccccc1OCCOCCN1CCCC1 | -1% | 8% | -2% | -6% | 49 | ?
12 | Nc1ccccc1SCc1ccccc1Cl | 24% | 6% | 0% | -18% | -66* | -10%
13 | COc1ccc(C(O)P(=O)(O)CCc2ccccc2)cc1 (configuration not stated) | -20% | -1% | -20% | -8% | 30 | 5%
14 | Cc1cccc(NC2=NCC(=O)N2CCc2ccccc2)c1 | 5% | 9% | -4% | -8% | -1 | -2%
15 | Cc1ccc2c(c1)N(C(=O)CCC(=O)NCCCN1CC(C)CC(C)C1)CCO2 (configuration not stated) | 4% | -7% | -13% | -8% | -4 | 4%
16 | CCC(C)N(C(=O)COC(=O)c1[nH]c(C)c(C(C)=O)c1C)C1CCS(=O)(=O)C1 (configuration not stated) | -24% | -11% | -10% | -7% | 48 | 1%
17 | CC12CCC(=O)N1C(C(=O)OCC(=O)Nc1cccc(S(=O)(=O)N3CCCCCC3)c1)CS2 (configuration not stated) | 0% | 1% | -6% | 10% | 16 | -5%
18 | CC(=O)c1cc2c(cc1NC(=O)c1cc(C)nn1-c1ccccc1)OCO2 | 0% | ? | 2% | -5% | 17 | 0%
19 | O=C(NCCc1c[nH]c2ccccc12)c1ccc([N+](=O)[O-])cc1 | -13% | ? | -3% | -9% | -30 | -2%
20 | CC(C)C(NC(=O)c1cccs1)C(=O)NC1CCCCC1 (configuration not stated) | -23% | 5% | -1% | -19% | -28 | 15%
21 | CCOc1ccc(-c2nc(C)sc2CC(=O)O)cc1 | -9% | 8% | 2% | -13% | -15 | 6%
22 | Cc1cc(C)n2cc(CSc3nnnn3-c3ccccc3)nc2n1 | 3% | 13% | 8% | 13% | -71* | -6%
23 | CCOc1ccc2nc(NCCNC(=O)Nc3cccc(C)c3)c(C#N)cc2c1 | -1% | ? | ? | -2% | ? | -5%
24 | COc1ccccc1CNc1nc(C)c(C(C)=O)s1 | 14% | ? | -2% | -13% | 23 | -12%
25 | Cc1nnc(SCC(=O)c2ccc(C(C)C)cc2)s1 | 4% | 13% | -7% | -12% | 58 | -13%
26 | CC1=C(C)CC2C(C1)C(=O)c1ccc(Br)cc1S2(=O)=O (configuration not stated) | -25% | 4% | 5% | -23% | -34 | nt
27 | COc1ccc(C)cc1NC(=O)C(OC(=O)C1CC1)c1ccccc1 (configuration not stated) | 11% | ? | 3% | -14% | 27 | -4%
28 | COc1ccc(NC(=O)[C@H](Cc2c[nH]c3ccccc23)NC(=O)[C@@H]2Cc3ccccc3CN2)cc1 | 8% | ? | -9% | -21% | nt | ?
29 | CCS(=O)(=O)c1ccc2oc(Nc3ccc(C(C)(C)C)cc3)nc2c1 | 1% | ? | 4% | 30% | -14 | -17%
30 | O=C(COC(=O)[C@H](Cc1ccccc1)NC(=O)c1cccs1)Nc1cc(F)ccc1F | 2% | 31%[activator] | -5% | -16% | 30 | 16%
31 | O=C(NCc1ccco1)c1ccccc1-c1ccccc1 | ? | -4% | -12% | -7% | -80* | 2%
32 | CC(=O)Nc1ccc2c(COC(=O)CC3Sc4ccccc4NC3=O)cc(=O)oc2c1 (configuration not stated) | nt | 14% | 2% | -21% | -7 | 2%
33 | O=C1NC(Cc2ccccc2)c2nc3cc(Cl)ccc3c(=O)n2-c2cc(Cl)ccc21 (configuration not stated) | nt | -3% | nt | -36% | -31 | nt
34 | Cc1nn(Cc2ccc(Cl)cc2)c(C)c1NC(=O)c1noc2c1CCCCC2 | 2% | ? | -6% | 56% | -38 | -10%
35 | Cc1ccccc1CN1CCN(S(=O)(=O)c2cccs2)CC1 | nt | 8% | 1% | -15% | 19 | -19%
36 | CCCOC(=O)c1ccc(Oc2cn[nH]c2-c2ccc(OC)cc2O)cc1 | 7% | ? | ? | -23% | 0 | 0%

One compound at a time (already shown).
CC1=C(C)CC2C(C1)C(=O)c1ccc(Br)cc1S2(=O)=O (configuration not stated) across the screens: Sm TGR inh = -25%; HCV inhibitor = 4%; AmpC inh detg = 5%; AmpC inh no detg = -23%; HCMV antiviral = -34; FBPA Giardia inh = nt
Cc1ccc2c(c1)N(C(=O)CCC(=O)NCCCN1CC(C)CC(C)C1)CCO2 (configuration not stated) across the screens: Sm TGR inh = 4%; HCV inhibitor = -7%; AmpC inh detg = -13%; AmpC inh no detg = -8%; HCMV antiviral = -4; FBPA Giardia inh = 4%

Following part.
no. | SMILES | Sm TGR inh | HCV inhibitor | AmpC inh detg | AmpC inh no detg | HCMV antiviral | FBPA Giardia inh
37 | Cc1ccc(N2C(=O)c3ccccc3C(C)(C)C2=O)cc1 | -3% | 25% | -1% | -13% | -16 | 3%
38 | O=C(Nc1nc2ccccc2[nH]1)C12CC3CC(CC(C3)C1)C2 | 3% | -3% | -12% | ? | 24 | 0%
39 | CCOc1ccc(N/C=C/C(=O)c2ccccc2)c([N+](=O)[O-])c1 | 1% | -28% | -8% | -12% | 1 | 4%
40 | CCn1cc(Br)c(C(=O)Nc2cccc(Cl)c2)n1 | 11% | ? | -13% | -16% | 26 | -4%
41 | O=S(=O)(c1ccccc1)n1ccc2ccccc21 | 4% | 7% | 6% | -4% | -6 | -24%
42 | N#Cc1ccc(OCC(=O)N2CCN(C(=O)c3ccco3)CC2)cc1 | -30% | 6% | 1% | 0% | 0 | nt
43 | COc1cc2c(cc1OC)C(C)N(C(=O)CCN1C(=O)C3C4C=CC(C4)C3C1=O)CC2 (configuration not stated) | -9% | -16% | 0% | -4% | -5 | -1%
44 | COCCCNc1nc(SCc2ccccc2)nc2sc3c(c12)CCC3 | 33% | ? | 0% | -10% | ? | -3%
45 | CC(C)Sc1nc2ccc(Br)cc2[nH]1 | 7% | 6% | 3% | -18% | -102* | -19%
46 | CN(C)c1ncnc2c1NC1=C(S2)C(=NCCCC(=O)O)CC(C)(C)C1 | ? | 7% | -14% | 3% | -27 | ?
47 | Nc1nnc(SCc2ccccc2Cl)s1 | 2% | -8% | ? | nt | nt | 13%
48 | CCOC(=O)c1ccc(Nc2nc(C)cc(C)n2)cc1 | 11%&7% | -16% | 5%&9% | -17% | 40&7 | 4%
49 | COC(=O)N/N=C\c1cc2c(cc1Br)OCO2 | 0% | -9% | 0% | -14% | -2 | -16%
50 | N=c1ccn(Cc2c(Cl)cccc2Cl)cc1 | 12% | ? | -1% | -10% | -78* | 5%
51 | CC(C(=O)O)c1ccc(N2Cc3ccccc3C2=O)cc1 (configuration not stated) | 12% | 6% | -13% | -28% | -8 | 10%&-1%
52 | COC(=O)c1c(N)c(C#N)c(C)n1-c1ccccc1 | -1% | 32%[activator] | 0% | -2% | -6 | -17%
53 | COc1cc(Cl)c(C)cc1NC(=O)c1sc2nc3n(c(=O)c2c1C)CCCCC3 | 8% | nt | 14% | nt | -7 | nt
54 | O=C(O)CS/C(=C\c1ccc(F)cc1)c1nc2ccccc2s1 | -18% | nt | -2% | -15% | nt | 22%
55 | CCCn1c(N)c(N(CCOC)C(=O)C(C)Oc2ccc(F)cc2)c(=O)[nH]c1=O (configuration not stated) | 4% | -5% | ? | -3% | -18 | nt
56 | CC(C)c1ccc(NC(=O)C2CCCN(S(=O)(=O)c3ccc4[nH]c(=O)oc4c3)C2)cc1 (configuration not stated) | ? | nt | 16% | nt | 1 | nt
57 | O=C(O)c1cccc(-n2cccc2/C=C\[N+](=O)[O-])c1 | ? | -15% | -6% | -18% | 7 | -22%
58 | Cc1ccc(-c2nc(C#N)c(NCc3cccc4c3OCO4)o2)cc1 | -1% | 1% | 8% | 0.32µM* | 68 | -8%
59 | Cc1ccccc1/C=C1\CCCc2ccccc2C1=O | -19% | 4% | 0% | -34% | 76 | -2%
60 | O=C(CCc1c[nH]c2ccccc12)N1CCCC1 | -2% | -27% | 0% | 10% | 18 | -15%
61 | CCc1ccc(S(=O)(=O)c2nnn3c2nc(NC2CCCC2)c2sccc23)cc1 | -1% | nt | 14% | nt | 31 | nt
62 | c1ccc2c(c1)C(=NC1CCCCC1)NC2=NC1CCCCC1 | 4% | ? | -12% | 15% | -39 | 0%
63 | O=C(Nc1ccccn1)C1CCCN1S(=O)(=O)c1ccc(Cl)cc1 (configuration not stated) | -24% | 8% | -6% | -12% | 6 | nt
64 | CC(=O)c1ccc(NC(=O)C2Cc3ccccc3CN2C(=O)c2ccccc2)cc1 (configuration not stated) | -1% | 13% | 2% | -15% | 36 | -23%
65 | Nc1ccc(S(=O)(=O)c2ccccc2)nc1 | 2% | 3% | -1% | -15% | -4 | -4%
66 | Cc1ccc(C(=O)NC(=S)Nc2cccc3c(C)cc(C)nc23)cc1 | 2% | -11% | -3% | -27% | 2 | -15%
67 | Cc1ccc(N2C(=O)c3ccccc3C2C(=O)c2cc(C)ccc2O)cc1 (configuration not stated) | ? | -23% | -5% | -9% | ? | -11%
68 | CN(c1ccc(F)cc1)S(=O)(=O)N1CCCC(C(=O)NCc2cccc(Br)c2)C1 (configuration not stated) | 4% | nt | 20% | nt | -29 | nt
69 | CN(C(=O)c1cccc(NC(=O)Cc2cccc([N+](=O)[O-])c2)c1)C1CCCC1 | nt | ? | nt | -2% | -18 | nt

Screening data from PubChem BioAssay.
